Jurkat NFkB inh – inhibitors of the PMA/ionomycin-induced NF-kB reporter in Jurkat cells; PMA/ionomycin-induced NF-kB luciferase reporter, luminescence; 330,000 tested, 0.53% active; inhibition, % at 4 µM; in the data active means inhibition above about 50%
UPR CHOP act – apoptotic UPR (CHOP) activation; CHO-CHOP luciferase reporter, luminescence; percent of tunicamycin response over DMSO baseline; activation, % at 10 µM; 330,000 tested, 0.34% active;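 active means at 10 µM dose, activation of 40% or more, normalized to positive control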;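 further: 100% = tunicamycin at 10 µg/mL and 0% = DMSO alone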
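Assay system: CHO-CHOP cells, stable luciferase reporter of PERK-eIF2a-CHOP signalling / Buffer or medium: F12 plus 10% serum / Compound dosing: one dose, 10 µM in 0.5% DMSO / Times: 6 h compound treatment, 37 °C / Technique: luciferase luminescence / Read-out: % reporter activation, DMSO baseline versus tunicamycin full activation / Benchmarks: tunicamycin and DMSO controls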
Mdm2 MdmX PPI – inhibitors of human Mdm2/MdmX interaction; O15151+Q00987; SaOS-2 split-luciferase Mdm2/MdmX complementation, luminescence; inhibition, % at 8 µM; 330,000 tested, 3% active; AID 485346;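 active means inhibition of at least 50% at 8 µM in the primary screen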
Target sequence (O15151 whole entry, looked up): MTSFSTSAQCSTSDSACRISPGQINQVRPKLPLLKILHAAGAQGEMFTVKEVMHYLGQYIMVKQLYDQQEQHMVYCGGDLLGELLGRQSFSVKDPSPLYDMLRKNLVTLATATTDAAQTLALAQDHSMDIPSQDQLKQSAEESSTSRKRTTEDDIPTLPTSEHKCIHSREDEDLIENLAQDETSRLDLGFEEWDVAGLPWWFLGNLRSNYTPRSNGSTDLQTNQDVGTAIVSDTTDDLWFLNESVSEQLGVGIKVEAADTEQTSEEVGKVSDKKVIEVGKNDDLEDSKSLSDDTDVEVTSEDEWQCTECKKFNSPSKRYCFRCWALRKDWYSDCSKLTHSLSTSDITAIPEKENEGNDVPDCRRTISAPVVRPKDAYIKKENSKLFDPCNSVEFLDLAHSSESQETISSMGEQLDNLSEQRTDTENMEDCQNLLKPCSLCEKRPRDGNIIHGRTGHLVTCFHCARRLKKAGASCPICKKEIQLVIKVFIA
Target sequence (Q00987 whole entry, looked up): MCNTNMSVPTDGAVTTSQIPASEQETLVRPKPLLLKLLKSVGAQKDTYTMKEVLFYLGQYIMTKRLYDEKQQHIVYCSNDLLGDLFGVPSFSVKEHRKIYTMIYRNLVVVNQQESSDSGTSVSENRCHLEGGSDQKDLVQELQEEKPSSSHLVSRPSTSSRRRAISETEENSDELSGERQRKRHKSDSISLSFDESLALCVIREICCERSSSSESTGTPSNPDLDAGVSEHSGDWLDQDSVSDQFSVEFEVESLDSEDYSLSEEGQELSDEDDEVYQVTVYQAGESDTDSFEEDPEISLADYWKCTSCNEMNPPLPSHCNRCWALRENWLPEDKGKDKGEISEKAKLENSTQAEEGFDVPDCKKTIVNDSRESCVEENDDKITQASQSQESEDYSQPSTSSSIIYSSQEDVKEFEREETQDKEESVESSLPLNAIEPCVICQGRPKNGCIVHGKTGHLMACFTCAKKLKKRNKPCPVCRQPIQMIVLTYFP
UPR XBP1 act – adaptive UPR (XBP1) activation. CHO-XBP1 luciferase reporter, IRE1-XBP1 UPR activation, luminescence; percent of tunicamycin response, DMSO as zero. activation, % at 20 µM. 330,000 tested, 0.33% active;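 active means versus positive control, 20 µM dose yields 30% or more activation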;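 further: 100% = tunicamycin at 10 µg/mL and 0% = DMSO only wells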
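Material: IRE1-XBP1 luciferase reporter CHO line / Quantity: one thousand reporter cells per well / Buffer or medium: F12 with 10% serum / Compound: 20 µM single concentration, DMSO 1% / Times: 6 h treatment, 37 °C / Detection: Steady-Glo luciferase glow luminescence, 10 min after reagent addition / Benchmarks: tunicamycin high, DMSO low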
tim23-1 inh – tim23-1 yeast growth inhibition; S. cerevisiae tim23-1 growth, BacTiter-Glo luminescence, 24 h; inhibition, % at 20 µM; 330,000 tested, 1.3% active;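 active means growth inhibition of the mutant yeast at or above 50%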;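 further: temperature-sensitive mutant grown at 25 °C; plate controls were DMSO-treated mutant yeast for no effect and medium wells lacking yeast for full effect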
tim10-1 inh – inhibits growth of tim10-1 mutant yeast. 330,000 tested, 2.2% active. AID 463190. inhibition, % at 20 µM. S. cerevisiae tim10-1 ts strain growth, BacTiter-Glo, 24 h;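 active means inhibition of at least 40%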;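 further: mutant grown at 25 °C; 0% = DMSO wells with yeast and 100% = wells holding no yeast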
TIM10 inh – inhibits growth of TIM10 yeast strain. S. cerevisiae TIM10 strain growth, BacTiter-Glo luminescence, 24 h. 330,000 tested, 1.4% active. AID 463195. inhibition, % at 10 µM;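 active means inhibition of 40% or more at the single tested concentration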;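 further: wild-type TIM10 isogenic control strain grown at permissive 25 °C; 0% = DMSO yeast wells and 100% = minimal medium wells without yeast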
697 NFkB inh – inhibitors of the PMA/ionomycin-induced NF-kB reporter in 697 B cells; 697 B-cell NF-kB luciferase reporter, 16 h; inhibition, % at 4 µM; 330,000 tested, 0.33% active; in the data active means inhibition above about 35%
Starred values were filed as active, the others as inactive.

1	COc1ccccc1N1CCN(Cc2nc(N)nc(Nc3ccc(C)c(Cl)c3)n2)CC1
2	CCOC(CNC(=O)c1cccc([N+](=O)[O-])c1)OCC
3	CCCC(=O)Nc1c(-c2cccc(C)c2)c(=O)c2ccccc2n1C
4	COc1ccc(N=Nc2cc(C)ccc2O)cc1
5	Cc1ccc(NC(=O)c2cc3ccccc3cc2O)cc1
6	C=CCc1cccc2cc(C(=O)Nc3ccc(F)cc3)c(=O)oc12
7	CSCCC(NC(=O)c1ccccc1Br)C(=O)NNC(=O)c1cc(C)oc1C (stereo not drawn)
8	COc1ccc(OC)c(C(=O)c2ccc(C(=O)Nc3ccc(NC(C)=O)cc3)cc2)c1
compound no.,1,2,3,4,5,6,7,8
Jurkat NFkB inh,11,-4,-25,-159,-84,9,-12,-11
UPR CHOP act,1.9,1.6,-0.2,0.5,3.8,5.7,1.0,0.1
Mdm2 MdmX PPI,44,25,23,-186,-33,-58,-20,74*
UPR XBP1 act,4,-1,-6,2,3,2,0,-4
tim23-1 inh,17,-2,10,9,18,15,2,-11
tim10-1 inh,38,-4,24,25,-6,7,17,8
TIM10 inh,5,-10,-9,16,10,5,8,-13
697 NFkB inh,-12,9,-8,-170,-25,-16,-2,-26

9	CC(C)(C)C(=O)Nc1ccccc1C(=O)Nc1ccccn1
10	CCCc1cc(-n2ccnc2)n2c(nc3ccccc32)c1C#N
11	c1ccc(Cc2nn3c(C4COc5ccccc5O4)nnc3s2)cc1 (stereo not drawn)
12	Cc1[nH]n(-c2ccc(F)cc2)c(=O)c1/C=N/c1sc2c(c1C#N)CCCC2
13	CC1Cc2nc(SCC(=O)OCc3ccccc3)n(C)c(=O)c2S1 (stereo not drawn)
14	O=C(c1cccs1)c1no[n+]([O-])c1C(=O)c1cccs1
15	COc1cc(OC)cc(-c2c(-c3ccc(F)cc3)c3cc(-c4ccc5c(c4)OCCO5)ccc3n2C)c1
16	O=C(CCN1CCOCC1)Nc1ccc2c(c1)N(C(=O)CN1CCOCC1)c1ccccc1CC2
compound no.,9,10,11,12,13,14,15,16
Jurkat NFkB inh,-10,-11,-27,-5,4,5,1,-2
UPR CHOP act,1.6,1.2,2.0,-1.4,1.3,20,0.3,1.9
Mdm2 MdmX PPI,-13,25,10,1,-30,95*,16,14
UPR XBP1 act,-2,-4,2,-3,-4,-6,0,1
tim23-1 inh,16,-4,41,4,7,81*,-7,-5
tim10-1 inh,33,-3,-19,3,4,72*,-7,-2
TIM10 inh,14,-26,10,8,-35,-6,2,-5
697 NFkB inh,-15,14,-60,0,3,12,9,-7

17	COc1ccccc1N(C)S(=O)(=O)c1ccc(C(=O)NCC2CCCCC2)cc1
18	CCc1ccc([C@H]2C(C(=O)O)=C[C@@H](CC3CCCC3)N2S(=O)(=O)c2ccc(C)cc2)cc1
19	O=C(CSc1nc2ccccc2c(=O)n1NC(=O)c1ccccc1)c1ccccc1
20	CCn1c(Cc2ccccc2)nnc1SCC(=O)Nc1ccc(N)cc1
21	O=C(Nc1nccs1)c1cc(S(=O)(=O)N2CCCCC2)ccc1Cl
22	Cc1nc2cc(NS(=O)(=O)c3ccccc3F)ccc2s1
23	COc1ccc(CC(=O)NC(=S)NNC(=O)COc2c(C)cccc2C)cc1
24	O=C(NCc1ccccn1)c1cc(-c2ccccc2Cl)on1
compound no.,17,18,19,20,21,22,23,24
Jurkat NFkB inh,-1,1,-125,8,17,0,4,-37
UPR CHOP act,-0.3,3.8,2.9,-1.6,-3.7,-0.2,-2.1,1.8
Mdm2 MdmX PPI,35,-8,-75,-10,22,22,28,-14
UPR XBP1 act,-3,-2,-3,-5,-5,0,-3,5
tim23-1 inh,30,48,23,12,1,13,-39,-20
tim10-1 inh,18,25,-12,-6,3,5,-42,16
TIM10 inh,21,28,15,-12,1,-15,-7,6
697 NFkB inh,6,-1,-156,-1,12,-8,-7,-38

6 entries out of the list above, arranged by the number in tim10-1 inh, low to high.
No. | smiles | tim10-1 inh
23 | COc1ccc(CC(=O)NC(=S)NNC(=O)COc2c(C)cccc2C)cc1 | -42
19 | O=C(CSc1nc2ccccc2c(=O)n1NC(=O)c1ccccc1)c1ccccc1 | -12
20 | CCn1c(Cc2ccccc2)nnc1SCC(=O)Nc1ccc(N)cc1 | -6
21 | O=C(Nc1nccs1)c1cc(S(=O)(=O)N2CCCCC2)ccc1Cl | 3
24 | O=C(NCc1ccccn1)c1cc(-c2ccccc2Cl)on1 | 16
17 | COc1ccccc1N(C)S(=O)(=O)c1ccc(C(=O)NCC2CCCCC2)cc1 | 18

Continuation:
25	Nc1ccccc1SC(C[N+](=O)[O-])c1ccccc1 (stereo not drawn)
26	Cc1cc2c(cc1C)N(Cc1ccccc1)C1=NCCCN12
27	COc1ccc(/C=N/NC(=O)c2c([N+](=O)[O-])c(C)nn2C)cc1
28	Cc1c(N=Cc2c(O)n(C3CCCCC3)c(=O)[nH]c2=O)c(=O)n(-c2ccccc2)n1C
29	CCCNC(=O)c1ccc(SCC(=O)N(CC)CC)c([N+](=O)[O-])c1
30	Cc1ccc(-n2c(CCc3ccccc3)nnc2SCC(=O)NCc2ccccc2)cc1C
31	Cc1sccc1/C=N/NC(=O)c1ccco1
32	O=C(NCc1cccnc1)c1ccc(NS(=O)(=O)c2ccc(F)cc2)cc1
compound no.,25,26,27,28,29,30,31,32
Jurkat NFkB inh,-9,17,-14,9,-5,2,-15,6
UPR CHOP act,181*,-0.6,1.1,-1.1,-0.4,2.5,0.4,-0.3
Mdm2 MdmX PPI,37,15,-6,19,14,9,0,-9
UPR XBP1 act,11,-1,1,-8,-2,-2,-1,-2
tim23-1 inh,81*,16,10,3,8,20,-7,1
tim10-1 inh,49*,13,17,4,18,31,-23,-10
TIM10 inh,59*,18,16,12,-17,29,17,13
697 NFkB inh,-20,-28,-19,19,-2,-7,-17,-16

33	CCC(=O)N=c1sc2c(OC)ccc(OC)c2n1C
34	COc1ccc([C@H]2CC(=O)C=C(c3cccc(C(C)C)c3)C2)cc1
35	CCOc1ccc(NC(=O)C2CCN(S(=O)(=O)c3c(C)noc3C)CC2)cc1
36	COc1ccc(CN2CC(C(=O)NCCCN3CCN(C)CC3)CC2=O)cc1 (stereo not drawn)
37	Cc1ccc2nc(-c3ccc(NC(=O)c4ccco4)cc3)[nH]c2c1
38	O=C(NC1CCCc2ccccc21)C12CC3CC(CC(O)(C3)C1)C2 (stereo not drawn)
39	CCc1ccc(-c2cc(C)no2)cc1S(=O)(=O)Nc1cc(C)ccn1
40	CC(C)NC(=O)c1ccccc1NC(=O)C1CC(=O)N(C(C)C)C1 (stereo not drawn)
compound no.,33,34,35,36,37,38,39,40
Jurkat NFkB inh,-4,1,-2,-8,-141,-13,5,-24
UPR CHOP act,0.0,-2.0,1.1,-1.7,1.7,-2.3,1.6,1.6
Mdm2 MdmX PPI,19,14,19,16,-204,-25,25,-8
UPR XBP1 act,-1,-3,-2,2,0,1,-2,-4
tim23-1 inh,15,23,19,6,-1,13,11,-6
tim10-1 inh,1,3,19,6,-11,13,15,9
TIM10 inh,17,2,6,-7,0,-12,-10,-1
697 NFkB inh,1,15,-5,5,-99,-14,-4,-7

From compound 39 up to 40, copied from above:
39	CCc1ccc(-c2cc(C)no2)cc1S(=O)(=O)Nc1cc(C)ccn1
40	CC(C)NC(=O)c1ccccc1NC(=O)C1CC(=O)N(C(C)C)C1 (stereo not drawn)
compound no.,39,40
Jurkat NFkB inh,5,-24
UPR CHOP act,1.6,1.6
Mdm2 MdmX PPI,25,-8
UPR XBP1 act,-2,-4
tim23-1 inh,11,-6
tim10-1 inh,15,9
TIM10 inh,-10,-1
697 NFkB inh,-4,-7

The list continues:
41	O=c1[nH]ncc2c3ccccc3n(Cc3ccccc3)c12
42	CCOC(=O)CNC(=O)c1cccs1
43	O=C(N/N=C/c1ccccc1C(=O)O)C(=O)N1CCCCC1
44	Cc1cc(C)c2c(N)c(C(=O)Nc3cccc(C)c3C)sc2n1
45	CC1CCN(C(=O)CSc2nc3ccccc3c(=O)n2Cc2ccc3c(c2)OCO3)CC1
46	CC(C)NC(=S)N/N=C/c1ccccc1[N+](=O)[O-]
47	CCN(CC)CCN1C(=O)C(=O)/C(=C(/O)c2ccc(S(=O)(=O)N3CCOCC3)cc2)C1c1ccc(C)cc1 (stereo not drawn)
48	CCC(=O)Nc1ccc(NC(=S)NC(=O)/C=C/c2ccco2)cc1
compound no.,41,42,43,44,45,46,47,48
Jurkat NFkB inh,-20,-2,-13,-25,14,-12,5,12
UPR CHOP act,-1.0,-1.4,1.0,3.2,-1.8,0.2,2.3,0.6
Mdm2 MdmX PPI,26,13,15,31,9,-35,-17,24
UPR XBP1 act,-1,1,0,7,0,-2,-1,-5
tim23-1 inh,11,11,-7,11,-1,36,6,30
tim10-1 inh,-1,-2,12,1,13,28,1,7
TIM10 inh,7,-9,5,2,16,30,2,13
697 NFkB inh,-51,1,8,-16,15,6,-5,-21

49	Nc1cc(S(=O)(=O)N2CCOCC2)ccc1N1CCCCC1
50	COc1ccc(-c2csc(Nc3ccc(S(N)(=O)=O)cc3)n2)cc1OC
51	CCOC(=O)N1CCN(C(=O)c2ccc3[nH]c(C)c(C)c3c2)CC1
52	Cn1c(C(=O)N2CCCC(C(=O)NCCCc3ccccc3)C2)cc2sccc21 (stereo not drawn)
53	CCOc1ccc(/C=N/NC(=O)c2cccc3ccccc23)c(OCC)c1
54	CCOc1ccccc1-n1c(SCC(=O)N2CCCC2)nnc1-c1ccc(O)cc1
55	CCCN(Cc1ccccc1)C(=O)Nc1ccc2c(c1)nnn2C
56	O=[N+]([O-])c1cc([N+](=O)[O-])c(Oc2cncc(Cl)c2)cc1NN1CCCCC1
compound no.,49,50,51,52,53,54,55,56
Jurkat NFkB inh,16,-13,-4,-1,-1,11,-36,-22
UPR CHOP act,-0.1,-1.9,0.9,1.7,1.9,-1.1,2.4,2.1
Mdm2 MdmX PPI,4,28,-2,7,11,22,-8,27
UPR XBP1 act,0,1,1,-3,-5,-5,-1,11
tim23-1 inh,14,1,11,8,3,-4,30,13
tim10-1 inh,15,18,19,-8,-3,-6,31,14
TIM10 inh,2,15,7,3,-8,-3,14,6
697 NFkB inh,6,10,5,7,17,19,-57,2

57	COc1ccc(OC)c(Nc2nc(-c3sc(N)nc3C)cs2)c1
58	CCCCOC(=O)c1ccc(N/C(=N\S(=O)(=O)c2ccccc2)c2ccccc2)cc1
59	C/C(=N\NC(=O)c1cccc(S(=O)(=O)N2CCCC2)c1)c1ccccc1F
60	CCOC(=O)c1c(C)[nH]c(C(=O)COC(=O)c2ccccn2)c1C
61	COc1ccc(CNC(=O)CCCn2nc(C)c([N+](=O)[O-])c2C)cc1
62	CCOc1ccc(-n2ccc(=O)c(C(=O)O)n2)cc1
63	COc1ccc(CCNC(=O)c2cc(-c3ccco3)nc3ccccc23)cc1
64	O=C(CSc1ccc(Br)c2cccc(Cl)c12)Nc1ccc(S(=O)(=O)Nc2nccs2)cc1
65	OCCN(Cc1ccccc1)c1ncnc2sccc12
66	COC(=O)c1ccc(NC(=O)c2ccccc2N(C)S(=O)(=O)c2ccccc2)cc1
compound no.,57,58,59,60,61,62,63,64,65,66
Jurkat NFkB inh,19,-1,-6,0,-4,3,12,0,2,-16
UPR CHOP act,1.1,-0.5,3.6,1.7,1.1,-1.1,1.5,-0.6,-0.8,-0.9
Mdm2 MdmX PPI,14,16,-33,15,-15,-22,5,0,3,-6
UPR XBP1 act,6,-3,2,-1,0,0,1,-4,0,-1
tim23-1 inh,36,36,13,17,-3,-2,19,5,7,42
tim10-1 inh,31,32,24,14,5,-3,23,20,1,28
TIM10 inh,17,18,13,-7,6,-8,10,11,-14,14
697 NFkB inh,10,-27,-27,-8,18,-9,12,-5,-2,-27
